PKA inh – inhibitors of human PKA kinase activity, primary screen, biochemical, ATP-depletion luminescence, Kemptide substrate; inhibition, % at 6 µM; AID 524, 2006; PKA Kemptide phosphorylation, Kinase-Glo ATP luminescence; 65,000 tested, 0.1% active;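 active = inhibition above the screen-wide mean inhibition plus 3 SD, cut at about 21% in these data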; also: many of its hits are not listed in these tables
JNK3 inh – JNK3 kinase activity inhibitors, primary screen, biochemical, human, purified enzyme. AID 746, 2007. 60,000 tested, 0.61% active. HTS. inhibition, % at 8 µM; in the data active = inhibition above about 17%;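 also: 0% = DMSO and 100% = reference inhibitor; many of its hits are not listed in these tables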
Target sequence (P53779 whole entry, looked up): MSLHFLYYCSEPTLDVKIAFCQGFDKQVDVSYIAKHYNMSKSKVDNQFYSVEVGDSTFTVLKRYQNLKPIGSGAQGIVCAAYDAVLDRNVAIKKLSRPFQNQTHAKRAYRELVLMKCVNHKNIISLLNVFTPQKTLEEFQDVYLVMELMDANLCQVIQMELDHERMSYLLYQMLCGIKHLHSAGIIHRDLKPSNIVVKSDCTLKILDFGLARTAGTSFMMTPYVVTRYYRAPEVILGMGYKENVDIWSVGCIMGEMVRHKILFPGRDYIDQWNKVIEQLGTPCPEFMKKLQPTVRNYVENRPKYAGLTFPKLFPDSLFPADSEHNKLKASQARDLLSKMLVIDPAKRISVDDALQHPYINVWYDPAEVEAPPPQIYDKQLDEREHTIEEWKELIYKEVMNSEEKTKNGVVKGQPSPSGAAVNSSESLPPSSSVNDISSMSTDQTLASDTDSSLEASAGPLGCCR
Jurkat viability – cytotoxicity toward Jurkat T cells, primary screen, cytotoxicity control, cell-based, Jurkat E6.1, 60K MLSMR library. inhibition, % at 4 µM. 56,000 tested, 1.2% active. Jurkat E6.1 viability, ATP luminescence, 48 h;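 active = inhibition above the mean inhibition of all tested compounds plus 3 SD, cut at about 28% in these data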
ROCK2 inh – inhibitors of human ROCK2 kinase, primary screen, biochemical, high-throughput, luminescence | Rho-associated protein kinase 2 (Homo sapiens), O75116 | purified ROCK2, Kinase-Glo ATP depletion luminescence | inhibition, % at 6 µM | 60,000 tested, 0.35% active;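 active = inhibition above the screen-wide mean inhibition plus 3 SD, cut at about 18% in these data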;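 also: plate controls were DMSO wells for no effect and Y-27632 control wells after no-enzyme background subtraction for full effect; many of its hits are not listed in these tables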
HEK293 NFkB inh – inhibitors of PMA/ionomycin-induced NF-kB reporter, primary screen, antigen receptor NF-kB inhibitor project, cell-based, HEK-293 luciferase reporter, luminescence | HEK-293 NF-kB luciferase reporter | inhibition, % at 3 µM | 62,000 tested, 0.21% active | AID 465, 2006;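 active = inhibition above the mean of all tested compounds plus 3 SD, cut at about 40% in these data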;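 also: 0% = stimulated DMSO wells and 100% = 10 µM reference inhibitor 5653914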
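Reagent: PMA plus ionomycin mix as NF-kB-activating stimulus. Assay system: NF-kB luciferase reporter HEK-293 cells. Technique: luminescence from luciferase substrate reagent. Incubation: 1 h compound pre-incubation, 16 h PMA/ionomycin at 37 °C. Benchmarks: DMSO only as uninhibited control, 10 µM reference inhibitor as full inhibition. Repeats: tested once.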
DUSP1 inh – MKP-1 phosphatase inhibitors, primary screen, biochemical, in vitro; inhibition, %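 (compounds tested at a single concentration somewhere between 10 and 100 µM)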; Dual specificity protein phosphatase 1 (Homo sapiens), P28562; recombinant MKP-1, OMFP hydrolysis fluorescence; 65,000 tested, 0.15% active;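 active = inhibition above about 50%, limit read from the data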;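 also: 0% = DMSO max control wells and 100% = wells with enzyme stopped by NaOH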
Target sequence (P28562 whole entry, looked up): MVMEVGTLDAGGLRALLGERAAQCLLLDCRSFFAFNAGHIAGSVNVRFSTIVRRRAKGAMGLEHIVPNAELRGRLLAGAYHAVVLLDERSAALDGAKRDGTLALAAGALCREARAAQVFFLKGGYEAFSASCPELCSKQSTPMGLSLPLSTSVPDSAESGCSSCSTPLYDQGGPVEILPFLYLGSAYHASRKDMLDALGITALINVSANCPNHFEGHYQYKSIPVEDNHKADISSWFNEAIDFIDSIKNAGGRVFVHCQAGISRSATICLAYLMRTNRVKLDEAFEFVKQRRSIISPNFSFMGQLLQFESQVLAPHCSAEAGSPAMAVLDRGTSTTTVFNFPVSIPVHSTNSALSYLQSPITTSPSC
MMP13 inh – human MMP13 inhibitors, primary screen, biochemical, FRET peptide cleavage | Collagenase 3 (Homo sapiens), P45452 | MMP-13 fTHP FRET cleavage, Mca fluorescence | AID 570, 2006 | 65,000 tested, 0.07% active | inhibition, % at 4 µM;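 active = inhibition above the mean of compound-free control plate wells plus 3 SD, cut at about 14% in these data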;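 also: 0% = DMSO wells and 100% = wells with reference MMP-13 inhibitor after basal subtraction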
TNAP act mid DEA – human TNAP enzyme activators, primary screen, biochemical, luminescent, intermediate phosphate acceptor level. Alkaline phosphatase, tissue-nonspecific isozyme (Homo sapiens), P05186. activation factor at 20 µM. purified TNAP, CDP-star luminescence, 100 mM DEA, 30 min; stronger effect = higher value; scale: 0 levamisole-inhibited, 1 vehicle-only enzyme. 64,000 tested, under 10 active. AID 813, 2007;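 active = activation factor of at least 2 at 20 µM, relative to controls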
Cdc25B inh – inhibitors of Cdc25B phosphatase catalytic domain, primary screen, biochemical, OMFP fluorescence; inhibition, %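 (compounds tested at 10 µM final in the well)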; AID 368, 2006; 65,000 tested, 0.1% active; recombinant Cdc25B, OMFP fluorescence Ex485/Em525; M-phase inducer phosphatase 2 (Homo sapiens), P30305; in the data active = inhibition above about 50%
* = called active by the depositor; [ ] = remark or other dose. Compounds were not picked by outcome, and some 1.9% of all compounds hit somewhere here.

Results for COc1ccc(CN2CCCC2C(=O)Nc2ccc(OC)c(OC)c2)cc1OC (configuration not stated) ?
PKA inh: -2; JNK3 inh: -13; Jurkat viability: 9; ROCK2 inh: 0; HEK293 NFkB inh: -5; DUSP1 inh: 2; MMP13 inh: -11; TNAP act mid DEA: 0.9; Cdc25B inh: -10

What do the screens show for `CC1CN(C(=O)c2ccncc2)CC(C)O1` (configuration not stated)?
PKA inh: 6; JNK3 inh: -2; Jurkat viability: -1; ROCK2 inh: 6; HEK293 NFkB inh: 1; DUSP1 inh: -2; MMP13 inh: 0; TNAP act mid DEA: 0.8; Cdc25B inh: -3

How did NC(=O)C1CCN(C(=O)CCCCCn2c(=O)[nH]c3ccsc3c2=O)CC1 do in these assays?
PKA inh: -4; HEK293 NFkB inh: 4; DUSP1 inh: 5; MMP13 inh: 6; TNAP act mid DEA: 1; Cdc25B inh: -15

What do the screens show for `c1cn2cc(-c3ccc4c(c3)OCO4)nc2s1`?
PKA inh: 4; HEK293 NFkB inh: -27; DUSP1 inh: 5; MMP13 inh: 1; TNAP act mid DEA: 0.9; Cdc25B inh: 0

How did CCOC(=O)CCc1c(C)n(CC)c2cc(-c3ccccc3OC)nn2c1=O do in these assays?
PKA inh: 12; JNK3 inh: 2; Jurkat viability: 0; ROCK2 inh: 4; HEK293 NFkB inh: 3; DUSP1 inh: 4; MMP13 inh: -87[fluorescence artefact?]; TNAP act mid DEA: 1; Cdc25B inh: -1

Results for CS(=O)(=O)N(CC(=O)NCCSCc1c(F)cccc1Cl)c1ccc2c(c1)OCO2 ?
PKA inh: 2; JNK3 inh: -8; Jurkat viability: 11; ROCK2 inh: 4; HEK293 NFkB inh: 26; DUSP1 inh: 8; MMP13 inh: -1; TNAP act mid DEA: 1; Cdc25B inh: -3

Results for CN1CCN(CC(O)COc2ccc(OCC(O)CN3CCN(C)CC3)cc2)CC1 (configuration not stated) ?
PKA inh: 14; JNK3 inh: -2; Jurkat viability: 2; ROCK2 inh: 8; HEK293 NFkB inh: 16; DUSP1 inh: 1; MMP13 inh: 6; Cdc25B inh: -6

Results for COc1ccc(-c2cc(C(F)(F)F)nc(S(=O)(=O)CCC(=O)N3CCOCC3)n2)cc1 ?
PKA inh: -6; JNK3 inh: -4; Jurkat viability: -4; ROCK2 inh: -1; HEK293 NFkB inh: 10; DUSP1 inh: 6; MMP13 inh: -5; Cdc25B inh: -8

Results for Cc1c(-c2cccs2)[n+](=O)c2c(n1[O-])CCCCC2 ?
PKA inh: 11; HEK293 NFkB inh: 15; DUSP1 inh: 3; MMP13 inh: 6; TNAP act mid DEA: 1; Cdc25B inh: -14

How did CCOc1ccccc1NC(=O)N1CCC(n2nnc3cc(C)ccc32)CC1 do in these assays?
PKA inh: -5; JNK3 inh: -1; Jurkat viability: 8; ROCK2 inh: -6; HEK293 NFkB inh: 28; DUSP1 inh: 11; MMP13 inh: -1; TNAP act mid DEA: 1; Cdc25B inh: 12

How did Cn1c(=O)cc(OCCCC(=O)NCCCN2CCN(Cc3ccccc3)CC2)c2ccccc21 do in these assays?
PKA inh: -2; JNK3 inh: 3; Jurkat viability: 5; ROCK2 inh: 7; HEK293 NFkB inh: 6; DUSP1 inh: 4; MMP13 inh: -4; TNAP act mid DEA: 0.9; Cdc25B inh: -8

Results for COc1ccc2nc(NCCO)[nH]c2c1 ?
PKA inh: 8; JNK3 inh: -3; Jurkat viability: -2; ROCK2 inh: 5; HEK293 NFkB inh: 6; DUSP1 inh: -8; MMP13 inh: 3; TNAP act mid DEA: 0.9; Cdc25B inh: -5

How did CSCC[C@H](NC(=O)OC(C)(C)C)c1nnc(SCc2cccc(F)c2)o1 do in these assays?
PKA inh: 11; JNK3 inh: 1; Jurkat viability: -4; ROCK2 inh: 6; HEK293 NFkB inh: 0; DUSP1 inh: 17; MMP13 inh: 7; TNAP act mid DEA: 0.9; Cdc25B inh: -12

How did O=C(Nc1ccccc1-c1nnn(CC(=O)N2CCCc3ccccc32)n1)c1ccco1 do in these assays?
PKA inh: 0; JNK3 inh: 1; Jurkat viability: 8; ROCK2 inh: -6; HEK293 NFkB inh: 8; DUSP1 inh: -15; MMP13 inh: 0; TNAP act mid DEA: 1; Cdc25B inh: 9

What do the screens show for `Cc1ccn(S(=O)(=O)c2ccc(C(C)(C)C)cc2)n1`?
PKA inh: 2; JNK3 inh: -4; Jurkat viability: 8; ROCK2 inh: -2; HEK293 NFkB inh: 5; DUSP1 inh: 23; MMP13 inh: 4; TNAP act mid DEA: 0.9; Cdc25B inh: -9

Results for O=C(NC12CC3CC(CC(C3)C1)C2)c1cncc(O)c1 ?
PKA inh: 5; HEK293 NFkB inh: 13; DUSP1 inh: 15; MMP13 inh: -6; TNAP act mid DEA: 0.9; Cdc25B inh: -16

How did O=C(Nc1nccs1)c1ccc(COc2ccccc2Br)o1 do in these assays?
PKA inh: 7; JNK3 inh: 8; Jurkat viability: 3; ROCK2 inh: 4; HEK293 NFkB inh: -7; DUSP1 inh: -2; MMP13 inh: -2; TNAP act mid DEA: 0.9; Cdc25B inh: -6

What do the screens show for `CCSCCOC(=O)C1=C(C)NC2=C(C(=O)CCC2)C1c1coc2ccccc2c1=O` (configuration not stated)?
PKA inh: -8; JNK3 inh: 1; Jurkat viability: 10; ROCK2 inh: -6; HEK293 NFkB inh: 17; DUSP1 inh: 50*; MMP13 inh: 1; TNAP act mid DEA: 1; Cdc25B inh: -4

What do the screens show for `CC1CC(C)CN(c2nc3c(c(=O)n(C)c(=O)n3C)n2CCSc2nc3ccccc3o2)C1` (configuration not stated)?
PKA inh: -6; JNK3 inh: 3; Jurkat viability: -2; ROCK2 inh: 0; HEK293 NFkB inh: 12; DUSP1 inh: 1; MMP13 inh: 7; TNAP act mid DEA: 0.9; Cdc25B inh: -5

Results for C=CCOc1cccc(C2/C(=C(/O)c3ccc(F)cc3)C(=O)C(=O)N2CCN2CCOCC2)c1 (configuration not stated) ?
PKA inh: -2; JNK3 inh: -15; Jurkat viability: 4; ROCK2 inh: -2; HEK293 NFkB inh: -6; DUSP1 inh: -6; MMP13 inh: 2; TNAP act mid DEA: 0.9; Cdc25B inh: 1

What do the screens show for `COC(=O)c1ccc(NC(=O)CCN2CCCCC2)cc1`?
PKA inh: 5; JNK3 inh: 2; Jurkat viability: -3; ROCK2 inh: 3; HEK293 NFkB inh: -3; DUSP1 inh: -2; MMP13 inh: 1; TNAP act mid DEA: 1; Cdc25B inh: 0

What do the screens show for `CC(C)(C)C(=O)[C@@H]1[C@@H]2C(=O)N(c3ccc4c(c3)OCCO4)C(=O)[C@@H]2C2c3ccccc3C=CN21` (some centres not stated)?
PKA inh: 2; JNK3 inh: -10; Jurkat viability: 2; ROCK2 inh: -3; HEK293 NFkB inh: 16; DUSP1 inh: 6; MMP13 inh: 5; TNAP act mid DEA: 0.9; Cdc25B inh: 5

What do the screens show for `COC(=O)C(C)n1cnc2c(nnn2Cc2ccc(Cl)cc2)c1=O` (configuration not stated)?
PKA inh: 4; JNK3 inh: -7; Jurkat viability: 4; ROCK2 inh: -2; HEK293 NFkB inh: 6; DUSP1 inh: -7; MMP13 inh: -1; TNAP act mid DEA: 0.9; Cdc25B inh: -1

What do the screens show for `Cc1ccc(S(=O)(=O)C2(C(=O)Nc3cccc(F)c3)CC2)cc1`?
PKA inh: 4; JNK3 inh: 7; Jurkat viability: -7; ROCK2 inh: 3; HEK293 NFkB inh: -1; DUSP1 inh: 4; MMP13 inh: 10; TNAP act mid DEA: 1; Cdc25B inh: -3

What do the screens show for `COc1ccc(N2CCN(C(=O)CSc3nnc4n3C(C)(C)Cc3ccccc3-4)CC2)cc1`?
PKA inh: -2; JNK3 inh: 1; Jurkat viability: -1; ROCK2 inh: 4; HEK293 NFkB inh: -10; DUSP1 inh: 20; MMP13 inh: -4; TNAP act mid DEA: 0.9; Cdc25B inh: -2

What do the screens show for `CCOC(=O)c1sc2nc(SCC#N)n(CCCN3CCCC3=O)c(=O)c2c1C`?
PKA inh: 5; HEK293 NFkB inh: 0; DUSP1 inh: 14; MMP13 inh: 0; TNAP act mid DEA: 0.9; Cdc25B inh: -13

What do the screens show for `CCSc1n[nH]c(=O)[nH]c1=O`?
PKA inh: 9; JNK3 inh: 1; Jurkat viability: 4; ROCK2 inh: 4; HEK293 NFkB inh: 11; DUSP1 inh: -5; MMP13 inh: 2; TNAP act mid DEA: 0.9; Cdc25B inh: -3

Results for Cc1ccc2nc(-c3ccc4c(c3)OCCO4)cc(C(=O)O)c2c1 ?
PKA inh: 5; JNK3 inh: 0; Jurkat viability: 0; ROCK2 inh: 7; HEK293 NFkB inh: -10; DUSP1 inh: -8; MMP13 inh: -3; TNAP act mid DEA: 0.9; Cdc25B inh: -7

What do the screens show for `CCCC(=O)NC(C)c1nc2ccccc2n1C(C)C` (configuration not stated)?
PKA inh: 7; JNK3 inh: 7; Jurkat viability: -1; ROCK2 inh: 0; HEK293 NFkB inh: 8; DUSP1 inh: 6; MMP13 inh: -8; TNAP act mid DEA: 0.9; Cdc25B inh: -5

How did CCOC(=O)C1=C(C)NC(=O)C(C(N)=O)C12CCCCC2 (configuration not stated) do in these assays?
PKA inh: 0; HEK293 NFkB inh: 11; DUSP1 inh: 9; MMP13 inh: 1; TNAP act mid DEA: 0.9; Cdc25B inh: -12

What do the screens show for `CCOC(=O)C1CCCN(c2cc(=O)n(-c3ccccc3Cl)c(=O)[nH]2)C1` (configuration not stated)?
PKA inh: 6; JNK3 inh: -3; Jurkat viability: -2; ROCK2 inh: 1; HEK293 NFkB inh: 7; DUSP1 inh: -7; MMP13 inh: 3; TNAP act mid DEA: 0.9; Cdc25B inh: 1

Results for CCOc1ccc(NC(=O)C(C)SC(N)=O)cc1 (configuration not stated) ?
PKA inh: -4; JNK3 inh: -5; Jurkat viability: 1; ROCK2 inh: 0; HEK293 NFkB inh: 14; DUSP1 inh: 7; MMP13 inh: 1; TNAP act mid DEA: 0.8; Cdc25B inh: 3

In the list so far, 3 contain a Cl atom:
Results for CS(=O)(=O)N(CC(=O)NCCSCc1c(F)cccc1Cl)c1ccc2c(c1)OCO2 ?
PKA inh: 2; JNK3 inh: -8; Jurkat viability: 11; ROCK2 inh: 4; HEK293 NFkB inh: 26; DUSP1 inh: 8; MMP13 inh: -1; TNAP act mid DEA: 1; Cdc25B inh: -3

What do the screens show for `COC(=O)C(C)n1cnc2c(nnn2Cc2ccc(Cl)cc2)c1=O` (configuration not stated)?
PKA inh: 4; JNK3 inh: -7; Jurkat viability: 4; ROCK2 inh: -2; HEK293 NFkB inh: 6; DUSP1 inh: -7; MMP13 inh: -1; TNAP act mid DEA: 0.9; Cdc25B inh: -1

What do the screens show for `CCOC(=O)C1CCCN(c2cc(=O)n(-c3ccccc3Cl)c(=O)[nH]2)C1` (configuration not stated)?
PKA inh: 6; JNK3 inh: -3; Jurkat viability: -2; ROCK2 inh: 1; HEK293 NFkB inh: 7; DUSP1 inh: -7; MMP13 inh: 3; TNAP act mid DEA: 0.9; Cdc25B inh: 1
